High-throughput results as filed in PubChem.
DNMT1 inh – inhibitors of human DNMT1. DNMT1 molecular beacon, Hinp1I cleavage, fluorescence. AID 588458. inhibition (reported as % activation of signal), % at 10 µM. hit rate 0.83% among 360,000; in the data active = inhibition above about 50%
Rpn11 inh – inhibitors of human proteasome Rpn11 | calls only at 20 µM | human 26S proteasome, Ub4-pepOG fluorescence polarization; 20S core pre-blocked with epoxomicin | O00487 | AID 588493 | hit rate 0.59% among 360,000;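 active = inhibition at 20 µM, scaled to each plate's controls, above about 33%, limit read from the data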
NadD inh – NadD (S. aureus) enzyme inhibition; AID 602399; hit rate 0.78% among 360,000; inhibition, % at 20 µM; purified NadD enzyme, colorimetric absorbance read-out; in the data active = inhibition above about 26%; also: some compounds past the cut are filed as inactive
Scp1 inh – inhibitors of human Scp-1 phosphatase. Q9GZU7. Recombinant Scp1, phosphopeptide, malachite green phosphate absorbance. inhibition, % at 20 µM. hit rate 0.88% among 340,000. AID 493091;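 active = inhibition above about 50% at 20 µM, limit read from the data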;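 also: plate controls were DMSO wells with enzyme for no effect and wells lacking enzyme for full effect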
Target sequence (Q9GZU7 76-261 limits assumed): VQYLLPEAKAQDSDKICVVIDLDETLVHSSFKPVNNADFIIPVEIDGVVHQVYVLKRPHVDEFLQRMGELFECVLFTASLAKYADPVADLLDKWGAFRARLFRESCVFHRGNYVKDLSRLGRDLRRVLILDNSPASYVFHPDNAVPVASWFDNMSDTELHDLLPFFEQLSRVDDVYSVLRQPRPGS
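System: SCP-1 catalytic domain; Reagent: Phospho 17-mer peptide substrate; Doses: one concentration, 20 µM, with 1.0% DMSO; Incubation: 45 min room-temperature reaction, 5 min colour, 30 min stabiliser; Signal: Phosphate-binding colour reagent, absorbance read at 630 nm.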
Neddylation inh – inhibitors of human cullin neddylation; P61081+Q13564; calls only at 25 µM; hit rate 0.58% among 360,000; AID 651699; TR-FRET cullin neddylation, biochemical; in the data active = inhibition above about 36%
Rin1 Abl inh – blocks binding of human Rin1 to Abl; P00519+Q13671; TR-FRET Rin1/Abl binding, biochemical; inhibition, % at 7.35 µM; hit rate 0.4% among 360,000; in the data active = inhibition above about 5%, passing the limit was not always enough
SUMO1 PPI mod – alters human SUMO1 binding to SIM partners. P63165. SUMO1 binding to a labelled peptide, TR-FRET, 1 h. inhibition, % at 20 µM. hit rate 0.33% among 360,000; in the data active = inhibition above about 37%
STEP block – inhibitors of human striatal-enriched phosphatase STEP. P54829. hit rate 0.25% among 360,000. inhibition, % at 20 µM. recombinant STEP, OMFP fluorogenic substrate, fluorescence. AID 588621;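 active = inhibition at 20 µM, scaled per plate between control wells, above about 37%, limit read from the data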;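 also: 0% = DMSO with enzyme and substrate and 100% = substrate only without enzyme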
Target sequence (P54829 whole entry, looked up): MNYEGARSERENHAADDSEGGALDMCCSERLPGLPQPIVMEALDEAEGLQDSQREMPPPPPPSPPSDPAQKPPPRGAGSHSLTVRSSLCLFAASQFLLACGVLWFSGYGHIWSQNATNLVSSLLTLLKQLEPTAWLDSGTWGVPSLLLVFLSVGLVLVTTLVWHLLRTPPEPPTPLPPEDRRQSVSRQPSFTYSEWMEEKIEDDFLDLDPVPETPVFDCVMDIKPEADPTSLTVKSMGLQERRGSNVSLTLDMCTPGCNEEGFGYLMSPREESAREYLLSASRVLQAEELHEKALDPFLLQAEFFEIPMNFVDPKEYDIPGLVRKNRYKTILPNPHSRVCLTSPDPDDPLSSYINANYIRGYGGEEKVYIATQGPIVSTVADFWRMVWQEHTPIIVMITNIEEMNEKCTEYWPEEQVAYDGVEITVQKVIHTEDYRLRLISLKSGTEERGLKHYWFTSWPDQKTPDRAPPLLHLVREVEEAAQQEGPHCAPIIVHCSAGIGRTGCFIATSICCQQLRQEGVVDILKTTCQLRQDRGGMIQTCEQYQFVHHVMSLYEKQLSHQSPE
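System: isolated STEP enzyme; schedule: 20 min enzyme reaction at room temperature, protected from light; medium: Bis-Tris buffer pH 6.0, 2.5 mM DTT, 0.005% Tween 20; signal: fluorescence, 480/540 nm; dosing: single compound dose of 20 µM, 1% DMSO final; also added: OMFP substrate, 25 µM final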
CSN deneddyl inh – inhibitors of human CSN-mediated cullin deneddylation. Purified CSN, SCF-Nedd8-OG deneddylation, fluorescence polarization. inhibition, % at 12.5 µM. hit rate 0.38% among 360,000. AID 651999;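 active = pattern-corrected inhibition above about 35%, with an unprinted fluorescence ratio check between 0.5 and 1.5, limit read from the data, passing the limit was not always enough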;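 also: 0% = enzyme with substrate and 100% = substrate without enzyme; some results filed as inactive read as strong as hits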
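Detection – fluorescence polarization · System – HEK293T-derived human Csn5 enzyme · Controls – substrate-only high control, full reaction low control · Timing – 90 min, room temperature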
LMPTP block – LMPTP (human) inhibition; P24666; recombinant LMPTP-A, OMFP fluorogenic substrate, fluorescence intensity; inhibition, % at 20 µM; hit rate 0.22% among 360,000; AID 651560;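 active = compounds that cut the enzyme signal by at least half of the control window in the single-dose screen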;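 also: plate controls were DMSO wells with enzyme plus substrate for no effect and substrate without enzyme for full effect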
Target sequence (P24666 whole entry, looked up): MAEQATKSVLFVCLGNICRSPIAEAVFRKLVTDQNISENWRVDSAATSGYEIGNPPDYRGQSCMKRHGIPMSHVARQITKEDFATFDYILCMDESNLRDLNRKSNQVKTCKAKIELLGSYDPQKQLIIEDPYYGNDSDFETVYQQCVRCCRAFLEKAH
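material = LMPTP-A | quantity = 0.625 nM enzyme | reagent = OMFP substrate, 400 µM final | buffer or medium = Bis-Tris pH 6.0, DTT, detergent | detection = endpoint fluorescence intensity from OMFP dephosphorylation | dosing = single 20 µM dose | read-out basis = % inhibition relative to no-enzyme and uninhibited control wells | control set = no-enzyme and uninhibited controls | timing = 50 min at room temperature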
Active calls of the source: *; i = inactive; . = no result given; + = active, no number.

SMILES	DNMT1 inh	Rpn11 inh	NadD inh	Scp1 inh	Neddylation inh	Rin1 Abl inh	SUMO1 PPI mod	STEP block	CSN deneddyl inh	LMPTP block
COC(=O)c1ccc(COc2ccc(C3C4=C(CCCC4=O)Nc4onc(C)c43)cc2)cc1 (centres undefined)	-1	i	6	17	.	-3	0	7	4	3.0
CC(C)C[C@H]1CNC(=S)N1CC1CCN(CC2CCCC2)CC1	4	i	0	7	i	-1	2	1	-4	-2.8
CC(C)(C)OC(=O)NOCC(=O)N(Cc1ccccc1)CC(O)COc1ccccc1 (centres undefined)	2	i	1	1	i	3	0	-3	5	0.7
CCc1ccc(-c2nc(SCC(=O)c3c(N)n(C)c(=O)n(C)c3=O)n[nH]2)cc1	-1	i	-2	10	i	1	16	-1	11	0.9
C=CCc1ccc(OC)c(OC)c1	-1	i	-5	1	i	0	5	-5	-4	1.8
CCc1nc2ccc(C(=O)NCc3cccs3)cn2c1N(CC)Cc1cccc(Br)c1	-9	i	7	.	i	-2	-4	3	-2	3.1
Cc1ccc(NC(=O)CN(C)C(=O)c2cccc(S(=O)(=O)NCc3ccccc3)c2)cc1	0	i	-2	-4	i	1	0	-1	-4	-0.2
CC(c1ccccc1)c1nnc(NC(=O)Nc2ccccc2F)s1 (centres undefined)	1	i	-1	-10	i	0	-1	1	-1	0.0
CCCCC(CC)C(=O)NCC(C)NC(=O)C(CC)CCCC (centres undefined)	3	i	-5	-2	i	-2	-2	1	-4	-1.1
COc1ccccc1CNC(=O)C/C(C)=N/NC(=O)COc1ccc(C)cc1Br	-2	i	-3	-1	i	0	2	0	-10	-1.9
OC1CCCN(CC(O)COc2ccc(-c3ccccc3)cc2)C1 (centres undefined)	2	i	-10	-5	i	4	0	-2	4	0.2
COc1ccc(NC(=O)CN(C)C(=O)C(C)Sc2ccccc2)cc1 (centres undefined)	-1	i	2	-2	i	-1	-26	1	-2	-10
CCN(CC(=O)NCc1ccccn1)S(=O)(=O)c1ccc(Cl)cc1	0	i	-2	-1	i	1	1	12	2	-2.3
Cc1cc(N/N=C/c2ccccc2F)nc(NCc2ccccc2)n1	-2	i	-4	-7	i	1	-4	-1	0	2.0
O=C(O)c1ccccc1N=N/C(=N/Nc1cc(S(=O)(=O)O)ccc1O)c1ccccc1	6	i	11	14	i	1	-9	8	-3	3.5
Cc1nc(-c2ccc(S(=O)(=O)Oc3ccccc3Cl)s2)cs1	-2	i	-7	-13	i	-4	-6	1	-3	4.6
COC(=O)c1cc(S(=O)(=O)NCC2CCN(Cc3ccc(F)cc3)CC2)cn1C	3	i	-1	-11	i	-1	0	0	-1	-0.9
COc1ccc(OCc2nnc(SCc3ccc(C(=O)O)cc3)o2)cc1	2	i	-5	-1	i	4	-3	0	-9	1.6
CC(C)(C)C1CCC(=NNC(=O)CN(c2ccccc2)S(=O)(=O)c2ccccc2[N+](=O)[O-])CC1 (centres undefined)	-4	i	3	-3	i	0	-4	-1	-18	-1.2
O=C(Cc1ccsc1)N1CCN(S(=O)(=O)c2cccc(F)c2)CC1	0	i	-4	-6	i	0	0	0	0	-1.4
CCc1ccc[n+](-c2[nH]c(=O)sc2/C=N/N=C(\N)[O-])c1	-1	i	-4	-10	i	0	-6	-2	-5	-0.7
Cc1cccc(NC(=O)Nc2ccc(S(N)(=O)=O)cc2)c1	-2	i	3	-13	i	0	2	-2	-1	0.1
COc1ccc(C2C(C(=O)OCC3CCCO3)=C(C)NC3=C2C(=O)CC(c2ccco2)C3)cc1O (centres undefined)	-14	i	14	16	i	0	-4	3	2	-0.2
COc1ccc(NC(=O)c2ccc(NC(=O)c3nc4nc(C)cc(C)n4n3)cc2)cc1	1	i	3	-1	i	0	6	-2	6	0.0

Pulled by compound from above (2):
SMILES	DNMT1 inh	Rpn11 inh	NadD inh	Scp1 inh	Neddylation inh	Rin1 Abl inh	SUMO1 PPI mod	STEP block	CSN deneddyl inh	LMPTP block
COC(=O)c1cc(S(=O)(=O)NCC2CCN(Cc3ccc(F)cc3)CC2)cn1C	3	i	-1	-11	i	-1	0	0	-1	-0.9
CCN(CC(=O)NCc1ccccn1)S(=O)(=O)c1ccc(Cl)cc1	0	i	-2	-1	i	1	1	12	2	-2.3

Record cards, as listed above.
`COC(=O)c1cc(S(=O)(=O)NCC2CCN(Cc3ccc(F)cc3)CC2)cn1C` in the list: DNMT1 inh = 3; Rpn11 inh = i; NadD inh = -1; Scp1 inh = -11; Neddylation inh = i; Rin1 Abl inh = -1; SUMO1 PPI mod = 0; STEP block = 0; CSN deneddyl inh = -1; LMPTP block = -0.9
`Cc1cccc(NC(=O)Nc2ccc(S(N)(=O)=O)cc2)c1` in the list: DNMT1 inh = -2; Rpn11 inh = i; NadD inh = 3; Scp1 inh = -13; Neddylation inh = i; Rin1 Abl inh = 0; SUMO1 PPI mod = 2; STEP block = -2; CSN deneddyl inh = -1; LMPTP block = 0.1
`Cc1cc(N/N=C/c2ccccc2F)nc(NCc2ccccc2)n1` in the list: DNMT1 inh = -2; Rpn11 inh = i; NadD inh = -4; Scp1 inh = -7; Neddylation inh = i; Rin1 Abl inh = 1; SUMO1 PPI mod = -4; STEP block = -1; CSN deneddyl inh = 0; LMPTP block = 2.0

(cont.)
SMILES	DNMT1 inh	Rpn11 inh	NadD inh	Scp1 inh	Neddylation inh	Rin1 Abl inh	SUMO1 PPI mod	STEP block	CSN deneddyl inh	LMPTP block
O=C(Nc1cccc(-c2cccc(F)c2)c1)C1CCN(Cc2ccco2)CC1	-9	i	-10	-2	i	-1	-1	-1	-2	4.2
Cc1ccc(NC(=S)N2CCN(c3ncccn3)CC2)cc1C	1	i	2	5	i	-1	1	-3	-3	0.3
O=C(CN1C(=O)NC2(CCCC2)C1=O)Nc1ccccc1C(F)(F)F	-1	i	-2	-10	i	2	11	-1	2	-1.6
CCC(C(=O)c1ccccc1)P(=O)(NN)c1ccccc1 (centres undefined)	-1	i	5	-7	i	0	-1	2	5	-1.3
Cn1c(=O)c2c(nc(Cc3ccc(N)cc3)n2C)n(C)c1=O	8	i	-2	-7	i	0	-3	-2	-6	1.5
CCOc1ccc(NC(=O)c2ccc(CC)s2)c([N+](=O)[O-])c1	5	i	0	-5	i	-1	-7	0	0	-0.8
Cc1nc(CN2CCN(S(=O)(=O)c3c(Cl)cc(Br)cc3Cl)CC2)cs1	-1	i	-1	10	i	-1	8	-1	-1	-0.4
CCCCOc1ccc(C2=NNC(=O)CC2)cc1	2	i	-1	7	i	4	-2	-4	-4	-0.1
O=C(Oc1oc(-c2ccco2)nc1C=Nc1ccccc1)c1ccco1	-4	i	-7	5	i	-1	4	2	-1	-0.6
O=C(NCc1cccc(C(F)(F)F)c1)c1cc(-c2ccccc2)nn1CC1CC(c2cccnc2)=NO1 (centres undefined)	3	i	6	18	i	3	2	3	1	-1.2
CCC1Oc2ccccc2N(CC(=O)NCCN2CCCC2)C1=O (centres undefined)	-2	i	4	-4	i	2	-3	-3	-7	0.0
O=C(NCC1CCCO1)C1CCCN(c2ncccn2)C1 (centres undefined)	1	i	2	1	i	2	-4	-3	-4	-1.3

3 entries already listed, ordered by the value under STEP block, largest number first.
smiles,STEP block
O=C(Oc1oc(-c2ccco2)nc1C=Nc1ccccc1)c1ccco1,2
CCOc1ccc(NC(=O)c2ccc(CC)s2)c([N+](=O)[O-])c1,0
Cn1c(=O)c2c(nc(Cc3ccc(N)cc3)n2C)n(C)c1=O,-2

(listing goes on)
SMILES	DNMT1 inh	Rpn11 inh	NadD inh	Scp1 inh	Neddylation inh	Rin1 Abl inh	SUMO1 PPI mod	STEP block	CSN deneddyl inh	LMPTP block
Cc1[nH]nc(Nc2ccc(C(C)C)cc2)c1[N+](=O)[O-]	3	i	-10	-11	i	0	-35	0	-4	1.8
CC1(C)CC(=O)C(C(=S)Nc2ccccc2)=C(NC2CC(C)(C)NC(C)(C)C2)C1	1	i	-4	6	i	0	-3	0	3	0.7
CCOc1ccc(S(=O)(=O)N(CC(=O)NN=C2CCN(C)CC2)c2ccc(C)cc2)cc1	-1	i	-3	2	i	-5	-2	1	0	0.1
O=C(COc1ccc(S(=O)(=O)N2CCOCC2)cc1)NC1CC1	2	i	-4	7	i	0	8	-3	-2	-0.5
COc1cccc(CN2CCN(C3CCN(c4ccccc4C)CC3)CC2CCO)c1 (centres undefined)	4	i	-6	-3	i	2	-5	0	4	0.1
COc1ccc(NS(=O)(=O)c2ccc(C)c(NC(=O)CN3C(=O)NC4(CCCC4)C3=O)c2)cc1	-133	+	-5	-7	i	0	-130	0	109*	-3.1
O=C(CCN1C(=O)COc2ccccc21)N1CCCCC1	-1	i	0	6	i	-1	-1	-2	1	2.1
COc1cc([N+](=O)[O-])ccc1NC(=O)CC1SC(=Nc2ccc(F)cc2)N(CCC2=CCCCC2)C1=O (centres undefined)	-9	i	21	-12	i	-2	-2	-2	-6	3.6
CC1CCCCC1NC(=O)CSc1nnc(N)s1 (centres undefined)	2	i	0	-6	i	-1	0	4	0	-1.9
CC(C)(C)c1ccc(/C=N/Nc2ccc(C(=O)O)cc2)cc1	2	i	5	-10	i	-1	28	-1	3	2.9
O=C(Nc1ccc(F)cc1)N(Cc1nnc2n1CCCCC2)c1ccccc1	3	i	4	-11	i	-1	2	3	-1	-1.7
COc1ccc(C2c3cc4c(cc3OC(NNC(N)=O)C2C)OCO4)cc1 (centres undefined)	4	i	1	5	i	2	5	2	0	1.9
COc1ccc(CN2C[C@H](C)[C@@H](CC(=O)NCc3ccccc3)C2=O)cc1	3	i	-6	-8	i	0	4	1	2	-2.2
CC1CCCC(NC(=O)CSc2nnc(N)s2)C1C (centres undefined)	0	i	8	1	i	2	1	-4	-2	-1.9

Rpn11 inh, entries above that show a hit.
SMILES	DNMT1 inh	Rpn11 inh	NadD inh	Scp1 inh	Neddylation inh	Rin1 Abl inh	SUMO1 PPI mod	STEP block	CSN deneddyl inh	LMPTP block
COc1ccc(NS(=O)(=O)c2ccc(C)c(NC(=O)CN3C(=O)NC4(CCCC4)C3=O)c2)cc1	-133	+	-5	-7	i	0	-130	0	109*	-3.1

Random draw from the library; about 3.8% have a hit in one of these screens.
